Source: PubChem BioAssay (several laboratories)
sPLA2-III inh – Inhibits HGIII-sPLA2 liposome hydrolysis, primary screen | Q9NZ20 | QFRET BODIPY PC-A2 liposome hydrolysis, fluorescence | inhibition, % at 12.2 µM | hit rate 0.56% among 370,000;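 active = inhibition above mean plus 3 SD of compounds lying within the high and low control bounds, cut at about 19% in these data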;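 note: 0% = median of test compound wells and 100% = no enzyme DMSO wells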
GAA850 FXN act – frataxin GAA850 promoter activation; activation, % at 6 µM; HEK293 lucGAA850 FXN promoter luciferase reporter, 24 h; percent of 10 µM SAHA response; hit rate 0.56% among 360,000;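 active = activation above the average of all compounds screened plus 3 SD, cutoff fixed separately per campaign, cut at about 7.5% in these data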;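 note: 0% = DMSO wells and 100% = 10 µM SAHA wells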
hcDAF12 agonist – activates DAF-12 receptor from parasite H. contortus; hit rate 1.4% among 370,000; activation, % at 6.8 µM; HEK293 hcDAF-12 lit1-tk-luc reporter, luminescence; 0% DMSO, 100% Δ7-dafachronic acid;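 active = activation above the mean of all tested compounds plus 3 SD, cut at about 5.5% in these data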;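 note: 100% = response to 3 µM Δ7-dafachronic acid high control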
ssDAF12 agonist – activates DAF-12 receptor from parasite S. stercoralis; HEK293 ssDAF-12/GRIP1 lit1-tk-luc reporter, luminescence; % of 3 µM dafachronic acid response; activation, % at 6.8 µM; hit rate 1% among 370,000; AID 652126;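 active = activation above the mean over all tested compounds plus 3 SD, cut at about 0.9% in these data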;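 note: 0% = DMSO-only wells and 100% = 3 µM delta7-dafachronic acid wells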
PG9 binder – small molecules binding HIV-1 gp120 antibody PG9 | hit rate 0.43% among 360,000 | TR-FRET gp120-PG9 antibody binding | inhibition, % at 6.7 µM; in the data active = inhibition above about 8.5%
DAX1 inh-1 – inhibitors of DAX1 repression of SF-1 activated StAR promoter. HEK293T StAR-luciferase reporter, SF-1/DAX-1 repression relief. inhibition, % at 6.8 µM. hit rate 1.1% among 370,000. AID 652010;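 active = inhibition above the mean over all tested compounds plus 3 SD, cut at about 3.6% in these data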;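 note: 0% = DAX-1 cells with DMSO and 100% = cells lacking DAX-1 with DMSO; higher inhibition means more luminescence from relief of DAX-1 repression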
PLC-beta3 inh – inhibitors of human phospholipase C beta3 | hit rate 0.18% among 370,000 | Q01970 | inhibition, % at 12.2 µM | Purified PLC-beta3, fluorogenic substrate, fluorescence; in the data active = inhibition above about 11%;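 note: 0% = median of compound wells on plate and 100% = full blocker control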
Target sequence (Q01970 whole entry, looked up): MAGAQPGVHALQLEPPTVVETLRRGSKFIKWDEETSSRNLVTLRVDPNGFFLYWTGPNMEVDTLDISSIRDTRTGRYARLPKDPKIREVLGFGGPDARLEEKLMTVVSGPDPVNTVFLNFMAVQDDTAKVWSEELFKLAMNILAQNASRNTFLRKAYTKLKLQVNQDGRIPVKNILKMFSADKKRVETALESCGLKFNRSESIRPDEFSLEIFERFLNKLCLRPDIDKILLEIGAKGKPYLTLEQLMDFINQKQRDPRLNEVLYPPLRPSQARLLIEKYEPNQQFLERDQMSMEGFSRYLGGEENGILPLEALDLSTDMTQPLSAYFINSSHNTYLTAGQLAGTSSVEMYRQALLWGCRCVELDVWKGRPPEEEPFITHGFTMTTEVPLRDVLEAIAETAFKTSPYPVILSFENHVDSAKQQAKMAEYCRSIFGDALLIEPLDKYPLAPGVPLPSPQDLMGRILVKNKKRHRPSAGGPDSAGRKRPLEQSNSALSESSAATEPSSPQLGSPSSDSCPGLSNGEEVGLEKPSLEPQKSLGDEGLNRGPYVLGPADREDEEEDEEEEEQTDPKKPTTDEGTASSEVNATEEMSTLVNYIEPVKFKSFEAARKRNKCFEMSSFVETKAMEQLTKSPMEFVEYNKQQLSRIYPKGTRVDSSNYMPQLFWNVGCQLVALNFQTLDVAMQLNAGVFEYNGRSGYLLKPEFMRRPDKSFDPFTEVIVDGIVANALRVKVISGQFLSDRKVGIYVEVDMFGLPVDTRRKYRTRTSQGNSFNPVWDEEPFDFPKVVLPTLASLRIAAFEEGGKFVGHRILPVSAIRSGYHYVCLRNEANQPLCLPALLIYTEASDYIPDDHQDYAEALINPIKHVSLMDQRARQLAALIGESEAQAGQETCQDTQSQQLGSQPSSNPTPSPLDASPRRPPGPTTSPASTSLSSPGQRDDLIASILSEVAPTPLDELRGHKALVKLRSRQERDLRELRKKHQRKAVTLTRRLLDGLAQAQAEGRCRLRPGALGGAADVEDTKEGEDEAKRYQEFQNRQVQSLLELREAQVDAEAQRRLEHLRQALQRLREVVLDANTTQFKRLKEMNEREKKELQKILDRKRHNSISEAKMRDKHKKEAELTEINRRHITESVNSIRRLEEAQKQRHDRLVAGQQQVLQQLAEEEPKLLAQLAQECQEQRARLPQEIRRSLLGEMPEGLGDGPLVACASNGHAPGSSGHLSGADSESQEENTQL
Rev-erbA mod – modulates human Rev-erb alpha binding to DNA; activity, % at 10 µM; hit rate 0.79% among 370,000; Rev-erbα–FITC-DNA binding, fluorescence polarization, 90 min; P20393;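 active = activity above about 14%, limit read from the data; passing the limit was not always enough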;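 note: 0% = DMSO wells with 35 nM protein and 100% = DMSO wells with 750 nM protein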
SMARCA2 act – activators of SMARCA2 function; MG213 cells, MMTV-luciferase reporter, dexamethasone, overnight; activation, % at 9.1 µM; hit rate 1% among 370,000; AID 652017; in the data active = activation above about 7.8%;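 note: 0% = vehicle wells and 100% = reference activator wells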
DAX1 inh-2 – inhibitors of human orphan nuclear receptor DAX1 (NR0B1). P51843. HEK293 Gal4-DAX1 luciferase reporter, luminescence. inhibition, % at 6.75 µM. hit rate 0.99% among 340,000. AID 504766;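 active = inhibition above the mean over all tested compounds plus 3 SD, cut at about 4.2% in these data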;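 note: 0% = DAX1-transfected cells with DMSO and 100% = empty-vector control cells with DMSO; inhibition shows as a rise in luminescence from relieved DAX1 repression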
hgDAF12 agonist – hgDAF-12 agonism, primary luciferase screen; HEK293 GAL4-hgDAF12 UAS-luciferase reporter, agonist luminescence; normalized to butyrate control; AID 687014; activation, % at 6.8 µM; hit rate 1.8% among 370,000;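 active = activation above a cutoff set at the mean of all screened compounds plus 3 SD, cut at about 10% in these data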;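 note: 0% = DMSO wells and 100% = sodium butyrate wells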
An asterisk follows results filed as active; . = not tested or not shown.

SMILES	sPLA2-III inh	GAA850 FXN act	hcDAF12 agonist	ssDAF12 agonist	PG9 binder	DAX1 inh-1	PLC-beta3 inh	Rev-erbA mod	SMARCA2 act	DAX1 inh-2	hgDAF12 agonist
COc1ccnc(Oc2ccc3ccccc3c2)c1C#N	-6.9	8.2*	-1.4	-1.1	-1.7	1.3	1.2	0.3	14.0*	1.1	2.8
Cc1cc(C)n(CC(=O)NNC(=O)C2CC(=O)N(Cc3ccccc3Cl)C2)n1 (centres undefined)	-0.7	-0.8	-0.5	-1.0	-1.1	0.3	0.5	1.2	-1.4	0.0	-0.2
CC(CN1CCCC1)OC(=O)Cc1ccc(Cl)cc1 (centres undefined)	10.1	3.7	-1.3	-1.2	-1.4	0.1	-7.9	-2.9	-2.2	1.1	2.5
Cc1ccn2cc(CNC(=O)c3ccc(Br)o3)nc2c1	1.9	-0.8	0.4	-1.0	-1.2	1.1	-11.5	-3.7	-1.0	0.4	-0.7
CCSc1nnc(NC(=O)C2Cc3ccccc3CN2C(=O)c2ccco2)s1 (centres undefined)	-5.5	3.1	4.1	-0.7	-1.6	-1.0	-16.6	5.1	4.8	-0.6	1.5
O=C(Nc1ccc(-c2nc3cccnc3s2)cc1)c1ccco1	-11.8	0.5	6.4*	2.0*	-0.1	8.9*	-197.6	0.2	8.2*	0.9	19.3*
CCc1ccc2[nH]c3nc(SCC(=O)NNC(=O)c4ccc(C(C)(C)C)cc4)nnc3c2c1	-1.5	2.5	-2.0	-1.1	2.0	0.1	1.9	-5.0	1.6	0.7	1.3
Cc1ccc(S(=O)(=O)N2CCN(C(=O)COC(=O)CNC(=O)c3ccccc3F)CC2)c(C)c1	-1.0	-2.1	-0.4	-1.3	0.1	1.6	-1.6	-3.4	-2.4	-0.2	2.5
CN(C(=S)NC1=CCS(=O)(=O)C1)C1CCCCC1	1.4	-3.9	0.8	-0.9	-0.9	-0.2	2.6	-5.4	2.9	0.0	0.0
CC/C(=N\NC(=S)Nc1cc(C)ccc1C)c1ccc(OC(F)F)cc1	-0.2	-0.5	-0.5	-0.8	-1.6	-0.7	-4.4	4.7	-2.3	-1.9	-3.9
COc1cccc(CN2CCNC(=O)C2CC(=O)NCCCC2CCCC2)c1OC (centres undefined)	-2.4	-0.8	-0.7	0.5	-1.0	-1.1	-3.5	5.3	-0.4	0.1	1.1
O=C(CCN1C(=O)S/C(=C\C=C\c2ccccc2)C1=O)Nc1ccc(O)cc1	-22.6	-0.6	0.1	0.3	-1.5	0.5	-29.9	1.9	2.4	2.0	11.7*
COC(=O)COc1ccc(/C=C2\SC(=O)N(CC(=O)Nc3ccccc3F)C2=O)cc1	7.3	3.3	-1.8	-1.7	0.1	0.2	-7.6	-1.5	-3.8	1.3	-0.3
Cc1ccc(/C(COc2ccccc2O)=N\O)cc1	-38.1	1.0	1.6	-1.4	1.1	-0.7	2.3	2.5	-1.5	-0.6	2.0
O=C(Cc1cccs1)NNC(=O)C12CC3CC(CC(C3)C1)C2	-2.6	1.1	0.0	-1.2	1.6	0.7	-3.5	1.9	-2.7	0.3	1.6
COc1ccc(N(C(=O)c2ccco2)S(=O)(=O)c2ccc(F)cc2)cc1	3.1	-2.0	-1.0	-1.0	0.6	-0.3	5.5	1.6	-4.2	-0.1	-1.8
O=C(N/N=C/c1ccccc1)c1ccc(OCc2ccccc2)cc1	2.4	0.4	0.2	-1.0	-1.0	-0.3	-10.9	-5.4	-4.6	0.1	0.7
Cc1ccccc1CNC(=O)Nc1cccs1	1.8	-0.7	3.0	-0.6	-0.5	0.1	-5.0	-0.2	5.2	0.6	1.9
O=C1C(=O)N(CCCN2CCOCC2)C(c2ccc(F)cc2)/C1=C(\O)c1ccc2c(c1)OCCO2 (centres undefined)	-2.9	1.4	0.1	-0.8	9.4*	0.2	-13.3	-4.1	1.6	0.8	3.7
CN1C(=O)N(C)C2(C)CC1(C)N(C)C(=O)N2C	2.0	0.8	-0.2	-0.9	0.9	0.4	-7.3	2.6	0.8	0.8	-1.1
Cc1ccc(Cl)cc1-n1c(=O)cc(N2CC(C)OC(C)C2)[nH]c1=O (centres undefined)	-0.5	0.0	-0.5	-1.0	-0.9	-0.8	0.6	1.9	-1.0	-0.9	-0.3
CCN1CCN(C(C(=O)NC2CCCCC2)C2CC2)CC1 (centres undefined)	8.8	.	-0.6	0.1	1.0	0.1	-1.2	1.3	-2.0	.	-0.4
CCN(CC)C(=O)COCc1cc(-c2ccc3c(c2)OCO3)on1	2.8	3.0	2.1	-0.7	-2.0	0.1	-10.4	-0.8	1.9	-1.5	0.4
COC(=O)C1=NN(c2ccc(OC)cc2)C2C(=O)N(c3ccccc3OC)C(=O)C12 (centres undefined)	-6.1	0.3	0.2	-1.1	-2.3	-0.2	-65.0	-0.9	-3.1	.	-1.1
CCOC(=O)c1c(N)c2cc([N+](=O)[O-])cnc2n1C	-7.3	-1.0	-0.3	-1.0	-5.3	0.6	-6.9	-5.6	-2.2	.	-1.0
COc1cc(OC)cc(C(=O)NNC(=S)Nc2ccccc2OC)c1	10.7	-0.5	1.6	-1.7	-2.0	0.3	2.0	0.8	-3.1	2.2	2.3
COC(=O)NNC(=O)C1CCC(C)CC1 (centres undefined)	5.7	-0.1	-1.3	-0.5	-1.7	-0.1	3.6	-3.1	-1.7	-1.0	-1.1
CCOC(=O)Cn1ncc2c3ccccc3n(CC(=O)OCC)c2c1=O	-2.6	1.4	0.4	-0.4	-0.9	-0.4	-4.8	0.7	-0.6	-0.8	1.9
COc1cccc(CNC(=S)Nc2ccc3c(c2)c(=O)n(C)n3Cc2ccccc2)c1	-6.2	-0.1	-1.1	-1.0	-0.2	-0.9	-200.2	0.6	-5.6	.	-1.0
Cc1c(Cc2ccccc2)c(=O)oc2c(O)c(O)ccc12	-7.3	4.1	-0.5	-1.2	-2.6	-0.2	-299.4	-7.7	-0.9	.	1.0
CCOc1ccc(Cl)cc1S(=O)(=O)N1CCCC1	-2.0	-3.2	-1.8	-2.1	0.2	0.1	3.0	-4.0	-2.2	0.1	1.7
COc1ccccc1Oc1cn[nH]c1-c1ccc(O)cc1O	-84.8	-1.4	-1.2	-1.3	-1.1	-1.3	-4.5	5.5	-0.7	-1.8	1.2
O=C(Cn1nc(C(=O)O)c2ccccc2c1=O)Nc1ccc2c(c1)OCO2	-3.9	0.0	1.2	-2.0	-0.9	0.6	-8.9	1.8	3.1	0.8	2.0
O=C(/C=C/c1ccc(Br)cc1)c1ccc(NC2=NCCCS2)cc1	-15.9	-3.1	-1.3	-1.5	-2.7	-2.7	-7.6	3.3	25.0*	-1.8	5.6
O=C(c1ccc2c(=O)n3c(nc2c1)CCCCC3)N1CCc2ccccc21	-7.6	1.0	0.6	0.1	-3.3	1.6	-5.4	-5.0	2.1	3.8	8.0
Cc1cccc(S(=O)(=O)N2CN(Cc3ccco3)c3nc4ccccc4nc32)c1	-22.3	-0.6	2.0	-0.5	0.8	-0.1	-48.0	5.3	-0.2	0.1	5.3
COc1ccc(CN(C(=O)c2ccco2)C2CC(C)N(C)CC2C)cc1 (centres undefined)	-0.6	-1.0	-0.2	-0.7	2.6	0.8	-0.4	0.1	-2.0	1.3	1.4
Cn1nc(C(=O)NNC(=O)c2ccc(Cl)c(S(N)(=O)=O)c2)c2ccccc2c1=O	-2.1	0.9	0.5	-1.3	-1.6	1.8	-5.5	-0.2	-3.8	0.1	-2.3
C=C(C)CN(CC)c1nc(N)c(C#N)c(CC#N)c1C#N	-29.2	4.2	-1.9	-1.8	1.2	-1.1	-397.8	0.4	1.4	-1.0	-0.2
Fc1cccc(F)c1-n1c(CN2CCCC2)csc1=S	6.1	0.6	-0.5	-1.5	0.3	-0.1	0.9	3.4	0.0	0.7	-1.7
Cc1ccccc1OCC(=O)Nc1nnc(C2CCCC2)s1	1.4	0.2	0.1	-0.7	-0.4	0.5	-4.4	-2.2	-1.8	-0.2	3.5
COc1ccc(OC)c(S(=O)(=O)Nc2cc(Cl)cc(Cl)c2)c1	-57.6	-0.1	-1.0	-1.1	-0.2	-0.5	-5.8	3.3	0.8	-1.6	0.2
CC(C)N(C(=O)COC(=O)c1ccc(O)cc1)C(C)C	-2.7	1.7	0.7	-1.3	-0.7	0.1	0.8	-4.5	0.7	0.5	-3.1
CC(C)c1nnc(NC(=O)CCC(=O)NC2CCCCCCC2)s1	1.7	0.1	-0.7	-0.3	-0.7	-0.2	-3.9	-1.4	-2.5	-0.1	-1.2
CC1(C(=O)NCCc2ccccc2)Cc2c(-c3cccc(C(F)(F)F)c3)ccnc2O1 (centres undefined)	-9.4	-2.6	3.0	-1.4	0.6	0.0	1.3	1.2	-3.4	.	-0.9
COCc1nnc(NC(=O)c2cc(Cl)ccc2OC)s1	-1.3	1.1	-0.9	-0.3	-1.0	-0.4	-3.7	4.3	-0.9	1.0	-0.8
C/C(=N\NC(=O)CSCc1ccc([N+](=O)[O-])cc1)c1cccc(Br)c1	-6.7	2.2	-0.9	-1.7	-2.3	-0.3	3.1	-1.6	-4.0	-1.5	1.4
CCCC[N+](CC#CCO)(CC#Cc1ccccc1)CCCC	12.8	1.6	1.6	-1.6	0.1	0.3	-6.4	2.8	-4.2	3.6	2.4
CC(C)NC(=O)[C@]1(C)CCC[C@@]2(C)C3CC[C@@]4(C)C[C@]3(CCC21)CC4=O (some centres undefined)	-3.7	-0.6	-1.9	-1.3	0.2	0.5	-1.9	-3.8	-1.2	1.6	2.3
CSc1nc(O)c(C(c2ccc(OC(C)C)cc2)c2c(O)nc(SC)[nH]c2=O)c(=O)[nH]1	13.5	-0.4	-2.5	-1.2	0.3	-0.2	-5.7	-0.3	-2.5	0.2	0.0
Cc1cc(C)cc(N(CC(=O)NC2CC3CCC2C3)S(C)(=O)=O)c1 (centres undefined)	-1.9	0.9	-1.6	-1.2	0.4	-0.3	1.8	0.6	1.5	0.3	-1.6
CCC(Sc1nc(N)cc(=O)[nH]1)C(=O)NC(C(=O)OC)c1ccccc1 (centres undefined)	3.9	.	-1.2	-0.5	1.6	-0.4	1.5	-0.7	-1.5	.	1.0
CCn1nc(NS(=O)(=O)c2ccccc2[N+](=O)[O-])c2cc3cccc(C)c3nc21	-23.0	-0.3	3.3	-0.3	-4.6	0.7	-25.2	-1.9	0.3	0.1	-2.1
C=CCN(CC=C)C(=O)c1ccc(OC2CCN(C(C)=O)CC2)c(OC)c1	0.9	0.3	-0.8	-1.1	-1.5	0.1	-5.2	3.1	-1.4	-0.1	1.1

Two of these compounds, reformatted:
Every second line gives: sPLA2-III inh	GAA850 FXN act	hcDAF12 agonist	ssDAF12 agonist	PG9 binder	DAX1 inh-1	PLC-beta3 inh	Rev-erbA mod	SMARCA2 act	DAX1 inh-2	hgDAF12 agonist
- COC(=O)NNC(=O)C1CCC(C)CC1 (centres undefined)
→ 5.7	-0.1	-1.3	-0.5	-1.7	-0.1	3.6	-3.1	-1.7	-1.0	-1.1
- Cc1ccc(/C(COc2ccccc2O)=N\O)cc1
→ -38.1	1.0	1.6	-1.4	1.1	-0.7	2.3	2.5	-1.5	-0.6	2.0

Compounds as they come, and some 7% of all compounds hit somewhere here.
